Bioassay records from PubChem.
APJ agonist = activates the human apelin receptor APJ; P35414; CHO-K1 APJ PathHunter beta-arrestin, luminescence; 0% DMSO wells, 100% apelin; activation, % at 20 µM; 0.11% of 330,000 active; AID 2520;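 active means activation more than six SD over the plate average, tested at 20 µM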;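 further: 0% = DMSO alone and 100% = apelin-13 at 10 nM; some results filed as inactive read as strong as hits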
Target sequence (P35414 whole entry, looked up): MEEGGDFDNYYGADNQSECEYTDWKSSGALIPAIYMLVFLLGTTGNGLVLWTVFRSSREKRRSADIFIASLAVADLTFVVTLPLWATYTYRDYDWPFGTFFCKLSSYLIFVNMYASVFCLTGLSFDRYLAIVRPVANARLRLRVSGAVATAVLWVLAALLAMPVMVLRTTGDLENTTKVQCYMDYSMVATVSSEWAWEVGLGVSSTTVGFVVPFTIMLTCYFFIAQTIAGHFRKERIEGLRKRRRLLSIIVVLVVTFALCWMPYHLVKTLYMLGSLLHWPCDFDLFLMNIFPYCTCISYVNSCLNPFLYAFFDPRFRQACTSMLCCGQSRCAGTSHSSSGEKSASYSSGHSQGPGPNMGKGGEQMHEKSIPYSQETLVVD
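Incubation: overnight seeding, 90 min compound at 25 °C, 1 h detection; test system: PathHunter CHO-K1 APJ (AGTRL-1) beta-arrestin reporter cells; amount: 1000 cells/well; doses: one dose, 20 µM compound, 1% DMSO; measured by: beta-gal luminescence; measure: agonist-driven arrestin binding to APJ; benchmarks: negative DMSO alone, positive Apelin-13 at 10 nM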
tim23-1 inh = growth inhibitors of tim23-1 mutant yeast; 1.3% of 330,000 active; AID 463212; S. cerevisiae tim23-1 growth, BacTiter-Glo luminescence, 24 h; inhibition, % at 20 µM;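 active means growth inhibition of the mutant yeast at or above 50%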;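 further: temperature-sensitive mutant grown at 25 °C; plate controls were DMSO-treated mutant yeast for no effect and medium wells lacking yeast for full effect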
APJ antagonist = blocks the human apelin receptor APJ. inhibition, % at 20 µM. P35414. 0.32% of 330,000 active. CHO-K1 APJ beta-arrestin complementation, luminescence;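 active means inhibition above about 40% at 20 µM, limit read from the data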;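 further: cells challenged with 10 nM apelin-13 agonist together with compound; plate controls were apelin-13 plus DMSO wells for no effect and DMSO wells lacking apelin-13 for full effect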
697 NFkB inh = lowers PMA/ionomycin-induced NF-kB signal in 697 B cells | 697 B-cell NF-kB luciferase reporter, 16 h | inhibition, % at 4 µM | 0.33% of 330,000 active | AID 435022; in the data active means inhibition above about 35%
Mdm2-MdmX inh = disrupts the human Mdm2-MdmX interaction. O15151+Q00987. SaOS-2 split-luciferase Mdm2/MdmX complementation, luminescence. inhibition, % at 8 µM. 3% of 330,000 active. AID 485346;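 active means inhibition of at least 50% at 8 µM in the primary screen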
Jurkat NFkB inh = inhibitors of the PMA/ionomycin-induced NF-kB reporter in Jurkat cells | PMA/ionomycin-induced NF-kB luciferase reporter, luminescence | inhibition, % at 4 µM | 0.53% of 330,000 active | AID 435003; in the data active means inhibition above about 50%
XBP1 UPR activ = activators of adaptive arm of unfolded protein response (XBP1) | activation, % at 20 µM | CHO-XBP1 luciferase reporter, IRE1-XBP1 UPR activation, luminescence; percent of tunicamycin response, DMSO as zero | 0.33% of 330,000 active;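 active means versus positive control, 20 µM dose yields 30% or more activation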;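 further: 100% = tunicamycin at 10 µg/mL and 0% = DMSO only wells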
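Assay system: IRE1-XBP1 luciferase reporter CHO line. Input: 1000 cells/well. Buffer or medium: F12 with 10% serum. Doses: 20 µM, 1% DMSO. Times: overnight seeding at 37 °C, 6 h compound treatment at 37 °C. Technique: Steady-Glo luciferase glow luminescence, 10 min after reagent addition.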
CHOP UPR activ = activators of apoptotic arm of unfolded protein response (CHOP). CHO-CHOP luciferase reporter, UPR activation, luminescence; percent of tunicamycin response over DMSO baseline. activation, % at 10 µM. 0.34% of 330,000 active;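 active means at 10 µM dose, activation of 40% or more, normalized to positive control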;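 further: 100% = tunicamycin at 10 µg/mL and 0% = DMSO alone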
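Test system: CHO CHOP reporter cells. Input: 500 CHO-CHOP cells per well. Medium: F12 with 10% FBS. Technique: luciferase luminescence. Measure: percent activation relative to tunicamycin control. Dosing: 10 µM compound, 0.5% DMSO. Timing: 16-18 h cell attachment, then 6 h compound exposure, 37 °C.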
The depositor's hits bear a star.

Start of the listing, in advance, 18 compounds:
Order of values – APJ agonist, tim23-1 inh, APJ antagonist, 697 NFkB inh, Mdm2-MdmX inh, Jurkat NFkB inh, XBP1 UPR activ, CHOP UPR activ
- CN(C)C(=O)N1CCC(C(=O)NCc2cccs2)CC1
 : 0, 4, 5, -10, 9, 12, 0, -3.0
- CCCCn1c(=O)[nH]c2c(oc3ccccc32)c1=O
 : -1, 4, -7, -26, 6, -35, 3, 0.5
- CNC(=O)c1c(NC(NC(=O)c2ccco2)C(=O)c2ccc(Cl)cc2)sc2c1CCCC2 (configuration not stated)
 : -7, 20, 3, -2, 29, 13, -5, -1.5
- CCc1c(O)c(/C(C)=N\O)c(=O)n(-c2ccccc2)c1-c1ccccc1
 : 0, 23, -3, 10, 6, 8, -1, 2.1
- C[C@H](NC(=O)c1ccc(C(C)(C)C)cc1)C(=O)N1CCN(C/C=C/c2ccccc2)CC1
 : -3, 34, -7, -22, 26, -4, 1, -0.8
- COc1ccc(-c2csc(NC(=O)C3CCN(C(=O)c4ccc(F)cc4)CC3)n2)cc1OC
 : 3, 24, -19, -8, 28, 13, -9, 1.2
- O=[N+]([O-])c1ccccc1CSc1nc2ccccc2o1
 : -3, 9, 1, -93, -104, -57, 3, 7.0
- C/C(CC(=O)NCc1ccco1)=N\NC(=O)c1ccc([N+](=O)[O-])cc1Cl
 : 5, 11, -23, 12, 0, -5, -1, 3.5
- O=C(Nc1ccc(N2CCN(C(=O)c3ccc(Cl)cc3)CC2)cc1)c1ccc2c(c1)OCCO2
 : 10, 0, -14, 39*, -5, 58*, 2, 4.1
- CCCn1c(-c2ccc(F)cc2)cnc1SCC(=O)O
 : -2, 2, -2, -6, -10, -10, -1, -0.4
- O=C(OCCN1CCOCC1)c1ccccc1Cl
 : 3, 6, 7, -38, -21, -30, 3, 6.3
- CCN(CC(=O)NC(C)(C)C)Cc1nc2c(Br)cc(Br)cc2c(=O)[nH]1
 : -5, 24, -12, -1, 34, -14, 0, 2.7
- O=C1c2ccccc2C(=O)N1CCCC(=O)N1CCc2ccccc21
 : 2, 5, -14, -9, 9, -14, 2, 1.6
- CCCCCCNS(=O)(=O)c1ccc(OC)c(OC)c1
 : 1, 9, 3, -21, -2, -1, 2, 0.0
- CC1CCN(C(=O)CSc2nc3c(cnn3-c3ccc(Cl)cc3)c(=O)[nH]2)CC1
 : 0, -9, 3, -9, 22, 1, -6, -2.7
- CCN1CCC(NCCc2ccc(F)cc2)CC1
 : -1, -66, -4, -6, -7, -25, -3, 1.8
- COc1ccccc1OCC(=O)N/N=C1\CCCCc2ccccc21
 : -3, 34, -6, -5, -25, 1, -2, 0.8
- O=C1CCC(C(=O)N2CCCC(Nc3ccc(F)cc3)C2)=NN1 (configuration not stated)
 : 2, -1, -12, 18, 4, -5, -6, 0.1

Results, previewed entries included:
Order of values – APJ agonist, tim23-1 inh, APJ antagonist, 697 NFkB inh, Mdm2-MdmX inh, Jurkat NFkB inh, XBP1 UPR activ, CHOP UPR activ
- CN(C)C(=O)N1CCC(C(=O)NCc2cccs2)CC1
 : 0, 4, 5, -10, 9, 12, 0, -3.0
- CCCCn1c(=O)[nH]c2c(oc3ccccc32)c1=O
 : -1, 4, -7, -26, 6, -35, 3, 0.5
- CNC(=O)c1c(NC(NC(=O)c2ccco2)C(=O)c2ccc(Cl)cc2)sc2c1CCCC2 (configuration not stated)
 : -7, 20, 3, -2, 29, 13, -5, -1.5
- CCc1c(O)c(/C(C)=N\O)c(=O)n(-c2ccccc2)c1-c1ccccc1
 : 0, 23, -3, 10, 6, 8, -1, 2.1
- C[C@H](NC(=O)c1ccc(C(C)(C)C)cc1)C(=O)N1CCN(C/C=C/c2ccccc2)CC1
 : -3, 34, -7, -22, 26, -4, 1, -0.8
- COc1ccc(-c2csc(NC(=O)C3CCN(C(=O)c4ccc(F)cc4)CC3)n2)cc1OC
 : 3, 24, -19, -8, 28, 13, -9, 1.2
- O=[N+]([O-])c1ccccc1CSc1nc2ccccc2o1
 : -3, 9, 1, -93, -104, -57, 3, 7.0
- C/C(CC(=O)NCc1ccco1)=N\NC(=O)c1ccc([N+](=O)[O-])cc1Cl
 : 5, 11, -23, 12, 0, -5, -1, 3.5
- O=C(Nc1ccc(N2CCN(C(=O)c3ccc(Cl)cc3)CC2)cc1)c1ccc2c(c1)OCCO2
 : 10, 0, -14, 39*, -5, 58*, 2, 4.1
- CCCn1c(-c2ccc(F)cc2)cnc1SCC(=O)O
 : -2, 2, -2, -6, -10, -10, -1, -0.4
- O=C(OCCN1CCOCC1)c1ccccc1Cl
 : 3, 6, 7, -38, -21, -30, 3, 6.3
- CCN(CC(=O)NC(C)(C)C)Cc1nc2c(Br)cc(Br)cc2c(=O)[nH]1
 : -5, 24, -12, -1, 34, -14, 0, 2.7
- O=C1c2ccccc2C(=O)N1CCCC(=O)N1CCc2ccccc21
 : 2, 5, -14, -9, 9, -14, 2, 1.6
- CCCCCCNS(=O)(=O)c1ccc(OC)c(OC)c1
 : 1, 9, 3, -21, -2, -1, 2, 0.0
- CC1CCN(C(=O)CSc2nc3c(cnn3-c3ccc(Cl)cc3)c(=O)[nH]2)CC1
 : 0, -9, 3, -9, 22, 1, -6, -2.7
- CCN1CCC(NCCc2ccc(F)cc2)CC1
 : -1, -66, -4, -6, -7, -25, -3, 1.8
- COc1ccccc1OCC(=O)N/N=C1\CCCCc2ccccc21
 : -3, 34, -6, -5, -25, 1, -2, 0.8
- O=C1CCC(C(=O)N2CCCC(Nc3ccc(F)cc3)C2)=NN1 (configuration not stated)
 : 2, -1, -12, 18, 4, -5, -6, 0.1
- Cc1cc(C)cc(NC(=O)C(OC(=O)c2ccc([N+](=O)[O-])o2)c2ccccc2)c1 (configuration not stated)
 : 3, 22, -39, 16, 27, 11, -2, 3.9
- O=C(CN1CCSCC1)N/N=C/c1cccc(Cl)c1
 : -1, 19, -7, 8, 1, -8, -2, 1.6
- CCN(CC)C(=O)CSc1nnc(-c2cnccn2)n1-c1ccccc1
 : 8, 9, 0, -27, -7, -20, 2, 1.1
- Cc1cc(C(=O)CSc2nnc(-c3cccnc3)n2-c2ccccc2F)c(C)n1CC1CCCO1 (configuration not stated)
 : -2, 12, 2, -4, 3, 4, -5, -2.6
- NC(=O)C1=C[C@@H](c2coc3ccccc3c2=O)C[C@@H](OCCCCO)O1
 : -5, 11, 0, 3, 6, -2, -1, -1.5
- CCOC(=O)c1c(-c2ccccc2)cn2c(C)cc(C)nc12
 : -5, 9, 11, -68, -66, -70, -2, 7.5
- C(=C\c1ccccc1)/CSc1nnc(-c2ccccn2)n1Cc1ccco1
 : -3, 27, 2, -30, 59*, 50*, 4, -0.6
- Cc1cc(C)cc(N(CC(=O)NCc2ccc(F)cc2)C(=O)CCC(=O)Nc2ccccn2)c1
 : -1, 3, -9, 4, -2, 5, -5, -0.4
- CC1Cc2nc(SCC(=O)Nc3nc4ccccc4s3)n(C)c(=O)c2S1 (configuration not stated)
 : -3, 5, -2, -16, 29, 6, 0, 1.0
- O=C1c2ccccc2C(=O)N1CC1CCCO1 (configuration not stated)
 : 1, -7, 4, 13, 12, -1, -3, 0.0
- COCCCNC(=O)CSc1nc2c(sc(=S)n2-c2cc(Cl)ccc2OC)c(=O)[nH]1
 : 0, 6, 14, 22, 2, 9, -4, 2.1
- COCCCNCCCCOc1ccc(OCc2ccccc2)cc1
 : -3, -28, 6, -12, -29, -23, 0, 6.2
- Cc1ccc(OCC(=O)NNC(=S)NC(=O)c2ccc(Br)o2)c(C)c1
 : -5, 15, 12, -9, 39, -2, -4, -1.2
- CC(=O)n1cc(/C=C2/N=C(c3ccccc3)OC2=O)c2ccccc21
 : -1, 18, -9, -20, -12, -5, -1, 2.9
- CSc1ccc(CCNC(=O)C2CCCN(c3ncnc4c3nc3n4CCCCC3)C2)cc1 (configuration not stated)
 : -4, 29, -7, -38, 12, -1, -4, -0.5
- COc1cc(C(C2C(=O)CC(C)(C)CC2=O)C2C(=O)CC(C)(C)CC2=O)ccc1O
 : -1, 27, -4, 9, -12, -22, 2, 4.7
- O=C(CN1C(=O)CCC1=O)Nc1cccc2c1C(=O)NC2=O
 : -4, -1, 18, -7, 30, 2, 0, 1.5
- Cc1cc2sc3ccc(C#CC4(O)CCCCC4)cc3c(=O)c2cc1C
 : 3, 29, -64, 88*, 94*, 83*, -9, -9.0
- C=CCn1c(SCc2cc(C(C)=O)ccc2OCC)nc2ccccc2c1=O
 : -3, 5, -5, 7, 36, 58*, 2, 1.2
- Cc1csc(SCC(=O)N(C)CC(=O)Nc2ccc(F)cc2)n1
 : -2, 8, 17, 9, -18, 3, -1, 0.2
- CC(C)CC1(C)NC(=O)N(CC(=O)NC(=O)Nc2ccc3c(c2)OCCO3)C1=O (configuration not stated)
 : 2, -1, -5, 10, 16, 9, -3, -3.2
- O=C(CN1C(=O)S/C(=C\c2ccc(Cl)cc2)C1=O)NCCCn1ccnc1
 : -1, -1, -30, -35, -8, -15, -2, 1.0
- COc1ccc(-c2noc(CNC(=O)c3ccc4c(c3)OCO4)n2)cc1OC
 : 0, 6, 8, 17, 7, -7, 2, 0.4
- COc1ccc(CN2CCN(C(=O)c3ccc(F)cc3)CC2)c(OC)c1
 : -1, 12, 4, -15, 10, -6, -2, 2.9
- CCCn1c(SCC(=O)Nc2cccc(S(=O)(=O)N(C)C)c2)nc2ccccc2c1=O
 : -4, 11, 3, -15, 1, -4, -1, -2.1
- CCN(Cc1ccccc1)C(=O)Cn1cnc2c1c(=O)n(C)c(=O)n2C
 : 1, 12, 11, 17, -15, 3, -1, -0.1
- CCOc1ccc(N(CC(=O)NC2CCCCC2)C(=O)CCCC(=O)Nc2ccccn2)cc1
 : 0, 10, 19, 5, -5, 15, -4, 1.3
- CCc1noc(C)c1C(=O)NNC(=O)COc1ccc(C)c(C)c1
 : -1, -3, 3, 17, 0, -18, -2, 0.3
- CN(C(=O)CCc1nc(-c2ccccc2F)no1)c1ccccc1
 : 1, 15, 6, 8, 16, -14, -2, 2.5
- C=CCNC(=O)NC(=O)COn1nnc2ccc(S(=O)(=O)N(C)C)cc21
 : 0, 8, -5, -37, -18, 5, -1, -1.6
- CSCCC(NC(=O)COc1ccccc1)C(=O)N1CCN(C(C)=O)CC1 (configuration not stated)
 : -4, 10, -4, 3, 16, 1, -3, 3.6
- O=C(CN1CCN(c2cccc(Cl)c2)CC1)c1ccc(O)cc1O
 : 1, 18, 11, -23, -18, 10, -5, 1.2
- O=C(CSc1nnc(-c2cccnc2)o1)Nc1ccc(Br)cc1
 : 0, -1, -18, -16, 14, -43, -5, 0.2
- O=C(c1ccco1)N1CCN(C(=O)c2ccccc2Oc2ccccc2)CC1
 : 0, 18, 15, 0, 10, -8, 4, 0.5
- CS(=O)(=O)c1ccc2nc(NC(=O)CN3C(=O)NC4(CCCC4)C3=O)sc2c1
 : 1, 12, -12, -1, -2, 5, 0, 2.9
- Cc1ccc(Cl)c2sc(NC(=O)C3=COCCO3)nc12
 : -4, 72*, 8, -26, 14, -33, 3, 4.9
- CCCOP(=O)(c1ccc(N(C)C)cc1)C(O)c1ccc(Cl)cc1Cl (configuration not stated)
 : -1, 9, 13, -10, -16, -1, -5, -1.5
- O=C(O)c1ccc2c(c1)C(c1ccccc1)OC2=O (configuration not stated)
 : -2, 12, 0, 6, -26, -1, 0, -0.8
